Bioassay records as filed in PubChem.
PKA-R1A act – activates the PKA-R1A holoenzyme complex | P00514+P68181 | AID 504707 | PKA-R1A dissociation, Cy5-IP20 fluorescence polarization; scaled: DMSO 0%, 113 µM cGMP 100% | 0.083% of 340,000 active | activation, % at 11.4 µM;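 active means percent activation above the mean of all tested compounds plus 3 SD, cut at about 19% in these data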;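 further: higher means more PKAc released from R1A so a rise in polarization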
Tat export inh – inhibitors of E. coli Tat protein transport; E. coli MC4100 TorA-mCherry Tat export, fluorescence; inhibition, % at 10 µM; 0.036% of 340,000 active; AID 488895;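 active means mean replicate inhibition at least 50% and at least half of replicates individually reaching 50%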;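 further: exported cargo escapes ClpAP degradation while cytoplasmic cargo is degraded and loses fluorescence; 0% = median of neutral control wells and 100% = median of NaSCN control wells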
SUMO Mot1 rescue – inhibitors of SUMOylation pathway: yeast Mot1-301 growth rescue | growth rescue, % at 18.8 µM | AID 2716 | 1% of 320,000 active | S. cerevisiae Mot1-301 growth rescue, ATP luminescence, 38.5C; percent above DMSO median, 100 means doubled;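 active means every valid replicate shows activation above 250% relative to neutral control wells; inactive means the rest, any valid replicate at or below 250%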;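 further: OY570 slx delta 5 strain wells were the positive control but not used for scaling; some compounds called inactive have numbers as strong as hits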
DSG3 Ab inh – blocks pemphigus antibody binding to human desmoglein-3; DSG3-coupled beads, scFv-anti-DSG3-GFP binding, flow cytometry; active compounds read low; binding (percent of control), % at 10 µM; 0.48% of 310,000 active; AID 588358;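 active means binding more than 3 SD below its plate's average and above zero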;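 further: hits lower antibody fragment binding to DSG3; some compounds called inactive have numbers as strong as hits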
Arrestin-AP2 inh – inhibitors of human beta-arrestin and AP2 interaction; FITC-arrestin peptide / GST-AP2 beads, flow cytometry; AP2 beta2 appendage carries R879A mutation; inhibition, % at 10 µM; 0.31% of 340,000 active;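 active means inhibition above a set limit, near 3 SD of compounds lacking own fluorescence, cut at about 54% in these data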;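 further: plate controls were DMSO wells for no effect and 5 µM unlabelled arrestin peptide for full effect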
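System: GST-AP2 R879A bound to glutathione beads, E. coli-expressed. Also added: 50 nM FITC-arrestin peptide. Schedule: compound with beads 12 min RT, then probe 1 h RT. Signal: bead flow cytometry, FITC channel. Read-out basis: percent response.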
OPRM1-OPRD1 inv – inverse agonist of human OPRM1-OPRD1 heterodimerization. P35372+P41143. cell-based MOR-DOR heterodimer luminescence, inverse agonism. inhibition, % at 9.3 µM. 0.21% of 340,000 active. AID 504357; in the data active means inhibition above about 22%, passing the limit was not always enough;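 further: 0% = cells with DMSO and 100% = wells without cells with DMSO; values of inactives mirror those of a sister screen read the other way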
Target sequence (P35372 whole entry, looked up): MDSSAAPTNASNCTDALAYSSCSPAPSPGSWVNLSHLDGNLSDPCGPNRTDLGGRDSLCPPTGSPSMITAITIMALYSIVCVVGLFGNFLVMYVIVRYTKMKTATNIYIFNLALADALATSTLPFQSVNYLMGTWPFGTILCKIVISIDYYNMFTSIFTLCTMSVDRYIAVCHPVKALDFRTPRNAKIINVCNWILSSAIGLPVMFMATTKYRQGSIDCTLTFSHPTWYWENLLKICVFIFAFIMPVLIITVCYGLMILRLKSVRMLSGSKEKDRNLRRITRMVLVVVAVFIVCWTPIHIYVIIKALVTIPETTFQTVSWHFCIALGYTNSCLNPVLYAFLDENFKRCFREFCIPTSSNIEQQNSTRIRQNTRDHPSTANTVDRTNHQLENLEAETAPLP
Target sequence (P41143 whole entry, looked up): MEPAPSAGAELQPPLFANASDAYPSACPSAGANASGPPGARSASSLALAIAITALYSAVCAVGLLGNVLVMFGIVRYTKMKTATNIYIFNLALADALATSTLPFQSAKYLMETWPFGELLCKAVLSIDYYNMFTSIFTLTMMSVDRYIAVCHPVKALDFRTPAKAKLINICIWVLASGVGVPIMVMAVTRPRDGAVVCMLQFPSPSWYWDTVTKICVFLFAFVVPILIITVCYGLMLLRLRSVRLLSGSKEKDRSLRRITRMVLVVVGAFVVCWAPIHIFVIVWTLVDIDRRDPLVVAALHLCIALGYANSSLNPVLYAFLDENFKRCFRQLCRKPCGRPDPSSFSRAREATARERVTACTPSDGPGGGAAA
PfHsp90 yeast 2 – growth inhibition of yeast expressing Plasmodium Hsp90 | inhibition, % at 9.4 µM | 0.32% of 310,000 active | S. cerevisiae expressing PfHsp90, BacTiter-Glo ATP, 48 h; yeast lacking PDR1 and PDR3 efflux regulators;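 active means every replicate shows inhibition above about 80%, whatever the replicate mean, limit read from the data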;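 further: 0% = DMSO neutral controls and 100% = 20 µM radicicol positive controls; yeast relying on Plasmodium falciparum Hsp90 in place of its own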
Ecoli viability – counter-screen for AddAB inhibitors: E. coli growth inhibition | E. coli V3065 growth, OD600 absorbance, 18 h | inhibition, % at 11.9 µM | 0.27% of 330,000 active | AID 449728;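 active means inhibition above the campaign's mean inhibition across all tested compounds plus 3 SD, cut at about 9.9% in these data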;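 further: uninfected addAB+ strain grown without phage in ampicillin broth; 0% = DMSO wells and 100% = ciprofloxacin 0.95 µg/ml wells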
phage Ecoli inh – E. coli growth loss with phage present; 0.26% of 360,000 active; inhibition, % at 11.9 µM; growth absorbance; AID 651602; in the data active means inhibition above about 11%
OPRM1-OPRD1 ag – agonists of human mu-delta opioid receptor heterodimerization | cells, OPRM1-OPRD1 heterodimerization, luminescence | 0.3% of 340,000 active | activation, % at 9.3 µM | P35372+P41143; in the data active means activation above about 18%;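 further: 0% = vehicle-treated cells and 100% = reference agonist; values of inactives mirror those of a sister screen read the other way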
AddAB inh – less growth of phage-infected E. coli with AddAB. E. coli expressing H. pylori AddAB, absorbance growth. inhibition, % at 11.9 µM. 0.29% of 330,000 active; in the data active means inhibition above about 12%;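 further: 0% = vehicle wells of infected cells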
* hit, by the source's call; . = not tested or not shown.

SMILES	PKA-R1A act	Tat export inh	SUMO Mot1 rescue	DSG3 Ab inh	Arrestin-AP2 inh	OPRM1-OPRD1 inv	PfHsp90 yeast 2	Ecoli viability	phage Ecoli inh	OPRM1-OPRD1 ag	AddAB inh
C=C[C@@]1(C)CC(=O)[C@]2(O)[C@@]3(C)[C@@H](O)CCC(C)(C)[C@@H]3[C@H](OC(C)=O)[C@H](O)[C@@]2(C)O1	-2.3	1.2	-10.7	95.5	3.5	-0.1	23.0	5.3	3.2	0.0	2.9
Cc1ccc(C2N3CC4([N+](=O)[O-])CN2CC([N+](=O)[O-])(C3)C4(C)C)cc1 (centres undefined)	-1.9	-1.1	19.9	94.2	0.7	8.6	3.5	0.2	6.8	-1.2	0.2
C[C@]12CCC[C@H](O1)[C@H]([C@@H](O)c1ccccc1)O2	-14.2	0.1	-3.7	105.9	1.6	-25.2	1.6	1.1	.	4.1	0.4
COc1cc(Cl)ccc1NC(=S)N(CCN(C)C)C(C)c1ccncc1 (centres undefined)	-1.4	-1.6	-9.7	95.6	-3.7	22.4	13.3	0.3	0.0	-4.2	1.6
COC(=O)CSc1nc(-c2ccccc2)cc(-c2ccco2)c1C#N	-1.6	-1.6	-0.9	96.8	9.8	17.7	2.1	1.8	2.6	-3.0	1.9
O=c1cc(O)c(-c2ccccc2)c(Cl)[nH]1	-0.5	-3.9	1.9	99.9	5.6	0.8	-4.8	-0.5	2.4	-0.1	0.4
O=C(O)CNC(=O)C(CS)Cc1ccccc1 (centres undefined)	2.8	-0.3	1.3	103.3	10.2	10.0	-5.4	-0.8	1.9	-1.8	-0.2
CCSC(=O)N=Nc1ccc(O)cc1	-4.5	-10.2	.	.	3.3	-24.8	-11.7	.	1.9	5.1	.
CCCOc1ccc(NC(=O)CC2C(=O)N(C)C(=S)N2Cc2ccc3c(c2)OCO3)cc1 (centres undefined)	-20.7	7.8	-8.2	99.3	-8.0	-49.1	19.4	0.5	2.9	10.2	-1.8
O=S1(=O)C=CC(c2ccccc2)C1 (centres undefined)	8.2	-1.3	-4.3	103.2	3.0	0.0	9.6	3.2	-0.4	0.0	2.1
CCN1CCc2c(OCc3ccccc3)cccc2C1=O	-3.6	-7.2	.	112.3	-7.3	16.0	.	0.2	2.4	-3.4	1.6
CCn1cc(C(=O)N[C@@H](CCSC)C(=O)NC(C)(C)CO)c(=O)c2cc3c(cc21)OCO3	-8.1	-8.7	99.7	94.8	1.1	12.1	16.3	-0.2	1.5	-2.1	1.7
O=C(O)c1cn(C2CCCCC2)c2ccccc2c1=O	5.2	2.4	-21.0	.	1.8	15.1	-19.5	1.5	1.5	-3.0	0.3
CCC(C(=O)NCCc1c[nH]c2cc(OC)ccc12)c1ccccc1 (centres undefined)	12.5	9.9	6.0	103.3	-1.2	5.5	6.7	-0.9	4.3	-1.2	-1.2
CCCOc1ccccc1NC(=O)c1ccc(N)cc1	8.8	0.5	-22.3	105.4	-0.8	14.5	.	-0.4	0.2	-2.5	0.6
COc1ccc(N(CC(=O)Nc2ccccc2C(=O)N2CCOCC2)S(=O)(=O)c2ccc(F)cc2)cc1	-3.3	-17.3	-0.4	103.1	28.3	5.6	13.3	-1.4	6.0	-1.0	4.6
COc1ccc(-c2csc(NC(=O)CCS(=O)(=O)c3ccccc3)n2)c(OC)c1	4.4	4.9	454.1*	86.5	36.5	9.2	2.2	1.2	3.1	-1.8	0.6
CCOC(=O)c1ccc[n+](C(C)C(=O)c2ccc(-c3ccccc3)cc2)c1 (centres undefined)	-7.7	0.4	16.6	118.6	6.0	12.6	-0.1	0.8	2.1	-2.4	3.9
C[C@H](CO)N1C[C@H](C)[C@@H](CN(C)S(C)(=O)=O)Oc2c(NC(=O)C3CCCCC3)cccc2C1=O	9.0	-1.5	-11.6	107.6	9.7	-9.5	-15.0	0.8	2.8	1.6	3.4
CN(C)/C=C/c1c(C#N)c(=O)ncn1Cc1ccccc1	9.3	8.7	-1.6	100.6	-0.2	12.8	.	-4.9	1.7	-2.7	-1.0

Looked up one by one from the list above (2):
SMILES	PKA-R1A act	Tat export inh	SUMO Mot1 rescue	DSG3 Ab inh	Arrestin-AP2 inh	OPRM1-OPRD1 inv	PfHsp90 yeast 2	Ecoli viability	phage Ecoli inh	OPRM1-OPRD1 ag	AddAB inh
CCn1cc(C(=O)N[C@@H](CCSC)C(=O)NC(C)(C)CO)c(=O)c2cc3c(cc21)OCO3	-8.1	-8.7	99.7	94.8	1.1	12.1	16.3	-0.2	1.5	-2.1	1.7
CN(C)/C=C/c1c(C#N)c(=O)ncn1Cc1ccccc1	9.3	8.7	-1.6	100.6	-0.2	12.8	.	-4.9	1.7	-2.7	-1.0

Following part:
SMILES	PKA-R1A act	Tat export inh	SUMO Mot1 rescue	DSG3 Ab inh	Arrestin-AP2 inh	OPRM1-OPRD1 inv	PfHsp90 yeast 2	Ecoli viability	phage Ecoli inh	OPRM1-OPRD1 ag	AddAB inh
COc1cc(OC)cc(-c2cc3nc(C4CCN(C(=O)OC(C)(C)C)CC4)cc(=O)n3[nH]2)c1	1.1	-0.6	-9.4	122.0	-8.5	8.7	-37.2	-3.0	1.4	-1.9	-1.6
O=C(CCS(=O)(=O)c1ccccc1)Nc1nnc(-c2ccco2)o1	-12.3	-14.4	-17.8	101.8	-5.9	1.6	-10.8	1.4	-0.4	-0.3	-0.2
O=[N+]([O-])c1cc(C(F)(F)F)ccc1NCCc1ccncc1	-4.6	-12.5	283.3	97.5	12.5	6.1	3.4	1.0	1.8	-1.2	1.7
O=C1CCCc2c1nn(-c1ccccc1)[n+]2[O-]	2.1	2.1	-1.7	97.6	3.9	11.3	.	0.2	3.8	-2.1	0.1
CCOC(=O)c1c(S(=O)(=O)NCC(=O)Nc2cccc(C)c2)c(C)n(C)c1C	-5.2	0.7	-3.8	.	-6.5	6.4	15.7	-0.5	2.0	-1.2	-1.3
CCCS(=O)(=O)c1c(S(=O)(=O)CCC)c2c(N)cccn2c1C(=O)c1ccccc1	-9.9	0.0	-1.3	67.5	25.3	14.5	13.4	2.3	3.4	-2.7	2.5
O=C(O)c1cccc(NC(=O)c2cn(-c3ccccc3)nc2-c2ccc([N+](=O)[O-])cc2)c1	-15.3	5.7	3.4	109.8	13.1	12.1	-9.6	0.5	0.8	-2.4	0.5
COc1ccc(OCCOC(=O)CNC(=O)c2ccc(C)cc2)cc1	-4.2	3.3	3.2	107.1	-6.7	14.8	3.7	0.2	2.2	-3.0	1.2
CCOC(=O)c1sc(NC(=O)/C=C/c2cnn(C)c2C)c(C(=O)OC(C)C)c1C	4.5	-1.0	24.4	103.2	7.9	-1.1	-9.8	0.0	1.9	0.2	2.2
CC(=O)NC(C)C(=O)OCc1ccc(Cl)cc1Cl (centres undefined)	4.5	-2.8	-3.1	96.2	-3.6	8.1	8.6	1.1	3.9	-1.4	4.8
CN(Cc1ccccc1)C(=O)c1ccc(NC(=O)C2CCN(C(=O)OC(C)(C)C)CC2)cc1	2.1	-1.0	20.5	102.3	-5.6	-4.8	.	-1.7	4.2	0.9	3.6
Cc1ccc(CNC(=O)c2cc(S(=O)(=O)N3CCOCC3)cn2C)cc1	-8.7	-3.1	18.6	99.2	-8.4	13.6	-2.7	0.9	1.4	-2.3	-0.2
CCOc1ccc(N2CC(NS(=O)(=O)c3cccnc3)CC2=O)cc1 (centres undefined)	2.6	5.8	14.1	105.2	2.4	7.5	.	0.6	6.1	-1.2	5.3
C=CCC[C@H](Cc1ccc(F)cc1)C(=O)OC[C@H](Cc1c[nH]c2ccccc12)NC(=O)[C@@H](CC=C)CC(=O)N[C@@H](CO)Cc1ccccc1	-3.1	-1.3	-1.9	103.7	-1.9	-10.8	5.7	-2.5	3.0	1.8	-0.2
CC(C)(C)c1ccc(C(=O)NC(=S)NCc2ccco2)cc1	-5.9	-2.8	10.6	108.7	-10.5	-22.2	-7.0	1.7	5.3	5.4	0.3
CC(CN1CCCCC1)NC(=O)c1cc(-c2ccccn2)nc2ccc(Cl)cc12 (centres undefined)	-9.4	-2.0	1.9	113.7	-5.0	5.5	.	1.6	2.0	-1.1	-1.9
CCCCN(C(=O)c1ccco1)c1nnc(-c2cc(OC)c(OC)c(OC)c2)s1	-5.7	1.6	57.0	100.0	-7.0	7.3	-19.5	3.0	1.8	-1.4	0.6
CC(C)(C)NNC(=S)Nc1ccc(S(=O)(=O)N2CCOCC2)cc1	-9.1	-4.0	-18.7	109.5	-0.8	19.8	-21.2	0.6	2.7	-4.0	1.7
CC(C)(C)c1[nH]ncc1[N+](=O)[O-]	-7.5	-4.6	-2.7	107.8	18.8	11.4	2.7	-2.5	4.6	-2.5	0.2
O=C(N/N=C/c1ccco1)C1CC1(c1ccccc1)c1ccccc1 (centres undefined)	1.1	4.0	103.9	119.3	26.4	-26.4	1.7	-1.8	0.2	5.0	2.5
O=C(O)C1Nc2c(O)cc(Cl)c([N+](=O)[O-])c2C2C=CCC12 (centres undefined)	8.3	1.4	-7.8	65.7*	20.3	8.4	-6.0	-2.6	3.9	-1.7	2.2
O=C1NCCCC1C(=O)Nc1ccccn1 (centres undefined)	-0.6	-0.7	15.9	93.6	-5.3	-1.3	2.2	1.7	1.3	0.2	-0.4
Cc1noc(C)c1CSCC(=O)Nc1cc(Cl)ccc1N1CCCCC1	-4.0	13.6	-9.0	97.6	35.8	-15.1	.	-1.1	5.9	2.9	-1.5
CSCCC(NC(=O)c1ccccc1Br)C(=O)NNC(=O)c1ccncc1 (centres undefined)	0.0	-5.1	4.4	88.3	-4.4	15.1	-12.6	2.8	1.6	-3.7	2.1

By substructure: those above with a nitro group on carbon (five)
SMILES	PKA-R1A act	Tat export inh	SUMO Mot1 rescue	DSG3 Ab inh	Arrestin-AP2 inh	OPRM1-OPRD1 inv	PfHsp90 yeast 2	Ecoli viability	phage Ecoli inh	OPRM1-OPRD1 ag	AddAB inh
Cc1ccc(C2N3CC4([N+](=O)[O-])CN2CC([N+](=O)[O-])(C3)C4(C)C)cc1 (centres undefined)	-1.9	-1.1	19.9	94.2	0.7	8.6	3.5	0.2	6.8	-1.2	0.2
O=[N+]([O-])c1cc(C(F)(F)F)ccc1NCCc1ccncc1	-4.6	-12.5	283.3	97.5	12.5	6.1	3.4	1.0	1.8	-1.2	1.7
O=C(O)c1cccc(NC(=O)c2cn(-c3ccccc3)nc2-c2ccc([N+](=O)[O-])cc2)c1	-15.3	5.7	3.4	109.8	13.1	12.1	-9.6	0.5	0.8	-2.4	0.5
CC(C)(C)c1[nH]ncc1[N+](=O)[O-]	-7.5	-4.6	-2.7	107.8	18.8	11.4	2.7	-2.5	4.6	-2.5	0.2
O=C(O)C1Nc2c(O)cc(Cl)c([N+](=O)[O-])c2C2C=CCC12 (centres undefined)	8.3	1.4	-7.8	65.7*	20.3	8.4	-6.0	-2.6	3.9	-1.7	2.2
